IL2 activator: activators of IL-2 | IL-2 activation reporter assay, cell-based qHTS; stimulated with anti-CD3/CD4/CD28 beads; in transgenic mouse T cells | activation, % (series mostly up to about 46 µM) | actives 0.065% (n = 360,000) | AID 652025; in the data active means activation above about 50%; inconclusive means mostly about 30% to 49%; further: 0% is about no effect
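First, unstimulated transgenic mouse T cells were exposed to compound for 60 min. Next, anti-CD3/anti-CD4-coated beads with anti-CD28 were added. Finally, after 18 h at 37 degrees C, EGFP and DsRed were imaged.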
PLK1 PBD block: inhibitors of human PLK1 polo-box domain binding | Plk1 PBD binding of FITC phosphopeptide, fluorescence polarization | Potency, µM, without a hit: max response, negative = inhibition, most hits filed as inhibitors | actives 2.8% (n = 360,000) | AID 720504; further: potency means the concentration at half of the fitted maximal effect; series mostly up to about 57 µM; on the % scale 0 is the no-effect control and ±100 the full control effect; nearly all actives have a fitted effect of over 65% in size
CCT modulator: changes cytosolic chaperonin activity | purified chaperonin ATPase assay, HTRF ADP detection, 30 min | activity change, % (concentration not given with the values), hits read low | actives 0.3% (n = 360,000); in the data active means activity change below about -30%; further: on the % scale 0 is the no-effect control and ±100 the full control effect
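TRiC at 40 or 20 nM final (batch-dependent) in 30 mM Tris pH 7.4, 100 mM KCl, 5 mM MgCl2, 1 mM DTT, with compound at single 76 uM and 10 uM ATP, 30 min at 37 deg C. ADP detected by HTRF Transcreener, 665/615 ratio.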
EPAC1 antagonist: EPAC1 (human) antagonism; EPAC1 GEF assay, Rap1b-BODIPY-GDP exchange fluorescence; Potency, µM (top dose mostly 115 µM), without a hit: at the top dose activity change, negative = inhibition, usual class: inhibitors; actives 0.14% (n = 360,000);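 further: potency means the concentration at half of the fitted maximal effect; plate controls were vehicle for no effect and positive control for full effect; nearly all actives have a fitted effect of over 50% in size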
EPAC1 ag: activates human EPAC1 exchange factor; actives 0.073% (n = 360,000); Potency, µM (highest dose often 154 µM), for inactives: top-dose activation, actives largely listed as activators; AID 720707; EPAC1 agonist qHTS, biochemical assay; response scale: 100% = response to 6.5 mM cAMP; further: potency means the concentration at half of the fitted maximal effect; nearly all actives have a fitted effect of over 60% in size
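Multi-concentration qHTS readout: loss of Rap1B-bound BODIPY-GDP fluorescence driven by 100 nM EPAC1 with excess GDP (50 uM), monitored kinetically at room temperature; agonist response expressed relative to 6.5 mM cAMP.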
WRN helicase inh: WRN helicase (human) inhibition | Q14191 | WRN helicase unwinding, fluorescent forked duplex, kinetic | Potency, µM (top dose mostly 114 µM), for inactives: top-dose activity change, negative = inhibition, usual class: inhibitors | actives 0.46% (n = 360,000); further: potency means the concentration at half of the fitted maximal effect; on the % scale 0 is the no-effect control and ±100 the full control effect; nearly all actives have a fitted effect of over 55% in size
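WRN at 20 nM final preincubated with compound 15 min at room temperature; reaction started with 100 nM fluorophore/quencher forked duplex oligonucleotide and 2 mM ATP final. Unwinding followed kinetically by red fluorescence (ex 525, em 598 nm).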
PI5P4K alpha inh: inhibitors of human PI5P4K alpha; P48426; PI5P4Kalpha enzyme, ADP-Glo luminescence, 60 min; hits give low values; max response, %; actives 1.2% (n = 330,000); AID 652105; active means max response of -50% or lower; inconclusive means between -30% and -50%; inactive means -30% or higher; further: value at the top dose of about 77 µM; on the % scale 0 is the no-effect control and ±100 the full control effect
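Reactions run in 0.038 M HEPES pH 7.4, 0.28 mM EGTA, 0.1% CHAPS and 5% DMSO, with PI5P4Kalpha, substrate, compound and 5 microM ATP final, one hour at room temperature. Readout is ADP-Glo luminescence.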
EPAC2 ag: activates human EPAC2 exchange factor; EPAC2 activation, biochemical qHTS; response scale: 100% = 6.5 mM cAMP response; Potency, µM (series often up to 154 µM), inactives show at the top dose activation, actives largely listed as activators; actives 0.079% (n = 360,000); further: potency means the concentration at half of the fitted maximal effect; nearly all actives have a fitted effect of over 50% in size
Target sequence (Q8WZA2 whole entry, looked up): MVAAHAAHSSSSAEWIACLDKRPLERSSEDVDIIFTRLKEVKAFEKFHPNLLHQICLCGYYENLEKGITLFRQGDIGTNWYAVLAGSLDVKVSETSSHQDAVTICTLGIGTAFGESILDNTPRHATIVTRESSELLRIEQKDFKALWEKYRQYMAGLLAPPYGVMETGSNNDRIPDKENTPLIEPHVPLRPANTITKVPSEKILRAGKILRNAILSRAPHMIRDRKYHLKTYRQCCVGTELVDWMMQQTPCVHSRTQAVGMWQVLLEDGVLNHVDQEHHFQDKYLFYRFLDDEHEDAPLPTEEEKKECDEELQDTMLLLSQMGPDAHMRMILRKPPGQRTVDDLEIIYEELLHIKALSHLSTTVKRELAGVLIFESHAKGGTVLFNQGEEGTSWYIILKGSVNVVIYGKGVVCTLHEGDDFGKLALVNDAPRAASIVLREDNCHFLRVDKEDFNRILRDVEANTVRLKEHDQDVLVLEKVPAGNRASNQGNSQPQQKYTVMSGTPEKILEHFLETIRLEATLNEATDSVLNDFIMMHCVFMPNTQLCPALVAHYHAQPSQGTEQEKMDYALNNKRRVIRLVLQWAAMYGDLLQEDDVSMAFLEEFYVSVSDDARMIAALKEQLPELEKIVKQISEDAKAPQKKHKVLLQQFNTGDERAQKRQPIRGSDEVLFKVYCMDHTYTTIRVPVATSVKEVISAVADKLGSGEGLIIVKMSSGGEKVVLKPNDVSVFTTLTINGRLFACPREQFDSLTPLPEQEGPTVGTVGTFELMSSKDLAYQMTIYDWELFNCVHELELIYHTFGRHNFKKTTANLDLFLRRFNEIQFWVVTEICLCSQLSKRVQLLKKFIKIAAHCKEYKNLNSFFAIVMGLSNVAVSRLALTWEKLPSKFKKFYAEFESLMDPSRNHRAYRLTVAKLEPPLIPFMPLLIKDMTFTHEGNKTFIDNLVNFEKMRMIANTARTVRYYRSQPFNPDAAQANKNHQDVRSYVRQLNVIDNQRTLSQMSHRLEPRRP
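Guanine nucleotide exchange by EPAC2 is measured as reduced fluorescence of BODIPY-GDP once it is released from 250 nM Rap1B. Plates are read kinetically for 30 min at room temperature; results are scaled to 6.5 mM cAMP.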
The depositor's hits bear a star; ? = inconclusive; . = no result given; & = joins results of further samples; [ ] = another dose, or the depositor's remark. Unless noted, the call rests on the fitted dose curve; in most records, active means well fitted curve in the direction sought with a large enough effect; inconclusive means small, poorly fitted or top-dose-only effect, or another doubt; inactive means no such curve, though single readings can be large; an effect the other way counts as inactive or inconclusive.

WRN helicase inh	EPAC1 ag	EPAC1 antagonist	IL2 activator	EPAC2 ag	CCT modulator	PI5P4K alpha inh	PLK1 PBD block	Compound
-1%	4%	?	1.6	-11%	2.6	-65*	19µM*	Cc1cc(C)c2nc(N3C(=O)C(O)=C(C(=O)c4ccco4)C3c3ccc(O)cc3)sc2c1 (stereo unspecified)
1%	1%	-7%	-3.6	-5%	-1.7	-1	1%	Cc1noc(C)c1COc1cccc(C(=O)OC(C)C(=O)Nc2c(C)n(C)n(-c3ccccc3)c2=O)c1 (stereo unspecified)
7%	-5%	-11%	-0.2	11%	-0.9	-6	-18%	O=C(CN1CCC(NC(=O)c2ccc(Br)cc2)CC1)NCc1cccs1
-10%	-8%	9%	1.9	-16%	-0.1	-9	0%	CC(C)C(NC(=O)c1ccc(C(C)(C)C)cc1)C(=O)NCC(c1ccccc1)N(C)C (stereo unspecified)
-12%	6%	-3%	-3.8	3%	-4.9	.	-6%	COc1ccc(Br)c(C(=O)Nn2c(C)nc3ccccc3c2=O)c1
-7%	8%	-2%	0.5	9%	-3.0	.	-8%	CC(C)Cn1c(SCC(=O)NC(=O)Nc2ccc3c(c2)OCCO3)nc2ccccc2c1=O
4%	10%	12%	-5.3	2%	-4.2	-7	-4%	COc1cc(/C=C(\C#N)C(=O)NCC2CCCO2)ccc1OC(=O)c1ccco1 (stereo unspecified)
2%[57.1 µM]	-8%	1%	1.8	-3%	2.8	1	?	COc1cc(/C=N/NC(=O)CCN2CCCCC2)ccc1O
-7%	-4%	-3%	-1.9	4%	-0.4	1	-3%	Cc1cc(C)nc(Nc2cc([N+](=O)[O-])ccc2C)n1
5%	-2%	8%	-2.7	1%	-2.1	1	0%	CC(C)OCCCNC(=O)c1cc(S(=O)(=O)N2CCc3ccccc32)cn1C
-7%	-1%	-1%	-0.1	3%	-1.3	-2	-13%	O=C1C(C2=NC(c3ccccn3)C3C(=O)N(c4ccccc4)C(=O)C23)=C(O)c2ccccc21 (stereo unspecified)
-1%	-4%	2%	-0.1	5%	-2.7	-6	-9%	C=CCn1c(SCc2nc3ccccc3c(=O)[nH]2)nc2ccccc2c1=O
12%	2%	1%	-0.6	-2%	-2.1	4	-5%	COC(=O)c1ccc(S(=O)(=O)N2CCCCC2)o1
-8%[11.6 µM]	-1%	12%	0.9	11%	1.4	-53*	-17%	O=C(Cc1cccs1)Nc1nnc(SCc2cccc3ccccc23)s1
-26%	5%	-1%	0.4	0%	0.2	5	-3%	CCOCC(=O)Nc1ccc(S(=O)(=O)Nc2ncccn2)cc1
-3%	-8%	-18%	-7.0	2%	0.9	12	-7%	Cc1ccccc1N1C(=O)C(Oc2ccc(Cl)cc2)C1CNCCCOC(C)C (stereo unspecified)
-7%	-2%	-6%	0.0	3%	0.4	5	-7%	CCOc1c2ccccc2nn1CCO
4%&4%&-2%	-25%&-10%&0%	7%&-9%&-5%	0.3&-0.2&0.0	-2%&7%&2%	1.0&0.8&0.2	0&3&0	6%&-10%&-8%	OC1C(O)C(O)C(O)C(O)C1O (stereo unspecified)
-7%	-8%	-26%	-3.3	1%	-2.7	14	-7%	Cc1ccc(S(=O)(=O)N2CC=C(N)N2)cc1
-2%	3%	8%	-1.9	8%	-1.2	.	-5%	Cc1ccc(S(=O)(=O)N2CCN(S(=O)(=O)N3CCOCC3)CC2)cc1
5%	3%	-2%	-1.8	9%	-2.4	-9	1%	Cc1ccc(C)c(N(CC(=O)N(C)C)S(C)(=O)=O)c1
4%	-19%	-14%	-0.5	2%	-5.8	-3	-4%	Oc1oc(C=Nc2ccc(F)cc2F)c2ccccc12
9%	0%	2%	0.8	8%	0.0	0	-11%	Cc1ccc(-n2c(C)cc(=O)cc2C)cc1[N+](=O)[O-]
-15%[57.1 µM]	15%	?	0.6	-5%	0.5	3	2%	Cc1ccn2c(NC(=O)C(C)(C)Oc3ccc(Cl)cc3)c(-c3cccs3)nc2c1
5%	1%	-22%	0.0	6%	0.0	1	-8%	COc1ccc(NC(=O)Nc2ccc3c(c2)C(=O)N([C@H](C)CO)C[C@H](C)[C@@H](CN(C)S(=O)(=O)c2ccc(OC)cc2)O3)cc1
-19%[57.1 µM]	1%	-8%	-1.3	0%	-2.8	2	-5%	O=C(NCCOCCOCCNC(=O)c1ccccc1)c1ccccc1
-8%	-2%	-10%	1.0	10%	2.4	?	-5%	CCOc1ccc2nc(SCC(=O)NC(=O)NCc3ccco3)[nH]c2c1
-7%[57.1 µM]	-11%	?	-5.5	-6%	0.5	?	-21%	CCOC(=O)c1c(NC(=O)CSc2nc3cc(Cl)ccc3c(=O)n2Cc2ccco2)sc(C(=O)N(C)C)c1C
-7%	2%	11%	-2.4	12%	-1.0	.	-9%	CCCNC(=O)CSc1nnc(C)s1
-7%	3%	0%	-6.1	0%	0.1	-7	-4%	Cc1nccn1-c1cc(C(C)(C)C)nc2c(-c3ccccc3)cnn12

Single records, from the list above.
O=C(NCCOCCOCCNC(=O)c1ccccc1)c1ccccc1 reads WRN helicase inh: -19%[57.1 µM]; EPAC1 ag: 1%; EPAC1 antagonist: -8%; IL2 activator: -1.3; EPAC2 ag: 0%; CCT modulator: -2.8; PI5P4K alpha inh: 2; PLK1 PBD block: -5%
Cc1ccn2c(NC(=O)C(C)(C)Oc3ccc(Cl)cc3)c(-c3cccs3)nc2c1 reads WRN helicase inh: -15%[57.1 µM]; EPAC1 ag: 15%; EPAC1 antagonist: ?; IL2 activator: 0.6; EPAC2 ag: -5%; CCT modulator: 0.5; PI5P4K alpha inh: 3; PLK1 PBD block: 2%

Next entries
WRN helicase inh	EPAC1 ag	EPAC1 antagonist	IL2 activator	EPAC2 ag	CCT modulator	PI5P4K alpha inh	PLK1 PBD block	Compound
-1%	9%	-1%	-0.6	2%	-0.4	.	-7%	COc1ccc2nc(N3CCC(C)CC3)c(C#N)cc2c1
3%	-22%	8%	-0.3	7%	-2.9	-17	30µM*	O=C(O)c1ccccc1N=Nc1ccc(O)cc1
-9%	-3%	-1%	-0.6	4%	-1.7	1	-1%	COc1ccccc1CC(=O)NNS(=O)(=O)c1ccccc1[N+](=O)[O-]
-5%	5%	-8%	-0.6	-16%	1.2	0	-2%	CCOC(=O)N1CCN(S(=O)(=O)c2ccc(C(=O)Nc3nc4ccccc4s3)cc2)CC1
-4%	-7%	-4%	0.5	3%	-7.0	0	-10%	COc1ccc(N/C=C/C(=C(C#N)C#N)N(C)C)cc1
-3%	-7%	0%	-6.6	-11%	-3.2	-2	0%	CC(OC(=O)c1ccc(-c2ccc(O)cc2)cc1)C(=O)NC1CCCCC1C (stereo unspecified)
-33%	4%	-4%	0.1	1%	-1.0	?	-9%	N#C/C(=C\c1ccc(O)c(Br)c1)C(=O)N1CCCCC1
-3%	3%	-11%	-1.7	4%	0.9	8	4%	COc1ccc(-c2nc3cnccn3c2Nc2ccc3c(c2)OCO3)cc1
9%	0%	-27%	1.1	9%	-0.2	5	?	CNC(=S)N/N=C/c1ccccc1OCC(=O)O
-6%	7%	1%	-0.4	10%	-0.5	-26	30µM*	C/C(=N\NC(=O)c1cc(-c2ccncc2)nc2ccccc12)c1ccc(N2CCOCC2)cc1
-8%	0%	3%	0.4	0%	1.8	-9	-3%	COC(=O)c1ccc(NCC(=O)c2ccccc2)cc1
-1%	-2%	-2%	-1.1	-14%	0.5	0	3%	Cc1ccc(NC(=O)NCc2cccnc2)cc1
0%	-5%	9%	0.8	-1%	-0.8	.	-8%	Cc1nn(CC(=O)Nc2ccccn2)c(C)c1[N+](=O)[O-]
-1%	6%	-4%	1.6	3%	-0.2	3	-3%	O=C(NCc1ccccc1Cl)C1CCN(S(=O)(=O)c2ccc(-n3cnnn3)cc2)CC1
6%	-13%	11%	0.4	-1%	-0.1	17	-2%	Cc1ccc(S(=O)(=O)N2[C@@H](c3ccccc3)C(C(=O)O)=CC[C@H]2c2ccc3c(c2)OCO3)cc1
4%	-7%	4%	-0.2	-4%	1.5	-9	?	COc1ccc(N2CCN(CC(=O)Nc3ncc(C)s3)CC2)cc1
-1%	2%	-12%	2.0	-6%	1.2	.	-3%	O=C(Nc1nnc(C2CCCCC2)s1)c1ccc(Br)s1
-2%	5%	-2%	0.3	23%	-2.5	0	0%	CC(NC(=O)c1ccc(F)cc1)c1ccc2c(c1)CCCC2 (stereo unspecified)
-2%	-10%	-6%	-1.1	-4%	-1.0	5	-5%	COc1cccc(-c2nc(CS(=O)(=O)CC(=O)NCc3ccc(Cl)cc3)c(C)o2)c1
-3%	-9%	-22%	-2.1	-4%	-2.7	-3	2%	COc1ccc(C(=O)Cn2cc([N+](=O)[O-])nc2C)cc1
8%	12%	-10%	-0.5	11%	-0.8	5	-9%	CCn1c(=O)c2c(nc(SCc3ccccn3)n2C)n(C)c1=O
-8%	-14%	-3%	-1.8	-17%	-5.0	-7	-14%	O=[N+]([O-])c1cc2c(cc1/C=N/Nc1nc(Nc3ccccc3)nc(N3CCCCC3)n1)OCO2
0%	-5%	-14%	-4.7	4%	-0.9	-9	?	COc1cc2ccccc2cc1C(=O)N(CCN(C)C)c1nc2c(OC)ccc(OC)c2s1
4%	0%	11%	-1.0	6%	-3.1	1	-4%	CCc1nc(SCC(=O)N2c3ccccc3Sc3ccccc32)c2ccccc2n1
-2%	-6%	10%	-2.0	-8%	2.1	2	6%	O=C(CN1CCN(Cc2ccccc2)CC1)N/N=C/c1ccc(Br)s1
-20%	?	-26%	-1.6	20%	-2.7	.	-4%	O=C1NC(Nc2nc3ccccc3s2)(C(F)(F)F)C(=O)N1C1CCCCC1 (stereo unspecified)
-1%	-1%	-20%	0.7	3%	-3.9	19	-19%	CC(=O)CCC(=O)CNC(=O)CC[C@H]1O[C@@H](n2ccc(=O)[nH]c2=O)[C@H](O)[C@@H]1O
-1%	5%	-8%	-0.2	3%	0.0	-2	4%	CCc1nc2ccc(C(=O)NCc3ccc4c(c3)OCO4)cn2c1N(C)C(=O)Cc1ccccc1
-2%	-21%	?	-4.6	-3%	0.2	-3	?	O=C(CCS(=O)(=O)c1ccccc1)N(CCCN1CCOCC1)c1nc2ccc(F)cc2s1
-18%	4%	-2%	0.2	9%	-1.4	-4	?	COC(=O)/C=C1\SC(=NC(=O)c2cccc(Cl)c2)NC1=O
?	-2%	6%	-4.8	3%	-0.5	4	?	COc1cc(OC)nc(-n2ncc(Br)c(Br)c2=O)n1
-8%	14%	-12%	-4.0	10%	1.3	-1	7%	Cc1ccc(S(=O)(=O)N2CCN(c3ncnc4scc(-c5ccc(F)cc5)c34)CC2)cc1
-11%	-2%	3%	0.1	1%	-61*	-13	-7%	O=C(O)c1cc(Cl)c2c(c1)OCO2

Compound activity from PubChem BioAssay.

An excerpt (hit frequency here may not be typical).
